Bioassay records from PubChem BioAssay.
DRD3 antagonist: antagonists of human D3 dopamine receptor. P35462. D3R cells, DiscoveRx beta-arrestin luminescence, antagonist mode; stronger effect = lower value. max response, negative = inhibition, %. 360,000 compounds, 2.5% hits. AID 652054; in the data active means max response below about -50%; inconclusive means no clear call, values can overlap the other calls; further: on the % scale 0 is the no-effect control and ±100 the full control effect; mostly tested at two doses, the higher about 12 µM
Target sequence (P35462 whole entry, looked up): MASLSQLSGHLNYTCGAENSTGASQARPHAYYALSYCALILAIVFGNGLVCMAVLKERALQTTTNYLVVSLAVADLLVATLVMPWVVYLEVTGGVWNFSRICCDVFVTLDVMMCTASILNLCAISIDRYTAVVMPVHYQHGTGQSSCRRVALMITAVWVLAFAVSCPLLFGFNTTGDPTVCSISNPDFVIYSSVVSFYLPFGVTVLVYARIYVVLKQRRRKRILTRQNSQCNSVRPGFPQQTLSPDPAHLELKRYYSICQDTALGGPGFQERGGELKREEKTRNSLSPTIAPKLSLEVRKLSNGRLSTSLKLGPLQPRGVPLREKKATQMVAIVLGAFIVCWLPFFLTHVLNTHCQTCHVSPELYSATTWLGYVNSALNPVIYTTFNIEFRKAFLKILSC
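Cells expressing the human receptor were seeded at 1500 cells/well, incubated overnight at 37 degrees C in 5% CO2, then exposed to library compounds with dopamine controls for 90 minutes at 37 degrees C before luminescent detection.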
IL1B secr inh: inhibitors of inflammasome signaling (IL-1 beta secretion) | activity change, % at 57.5 µM | AID 743279 | THP-1 LPS/ATP IL-1B secretion, AlphaLISA, 16 h; stronger effect = lower value | 360,000 compounds, 4.7% hits; in the data active means activity change below about -50%; inconclusive means mostly about -30% to -49%; further: on the % scale 0 is the no-effect control and ±100 the full control effect
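THP-1 cells pretreated 1 hr with compounds (up to 57.5 uM final), then stimulated with LPS (250 ng/mL final) plus ATP (1.25 mM final); secreted IL-1B measured by AlphaLISA after 16 hr, decreased signal indicating inhibition.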
GLP-1R agonist: agonists of human GLP-1 receptor; HEK293 GLP-1R CRE-luciferase, luminescence, 4-6 h; cells express a hypersensitive GLP-1R form; 380,000 compounds, 0.007% hits; Potency, µM (highest dose often 45.6 µM), for inactives: at the top dose activation, most hits filed as activators; AID 624172; further: potency means the concentration at half of the fitted maximal effect; % of control where 0% means no effect
Target sequence (P43220 whole entry, looked up): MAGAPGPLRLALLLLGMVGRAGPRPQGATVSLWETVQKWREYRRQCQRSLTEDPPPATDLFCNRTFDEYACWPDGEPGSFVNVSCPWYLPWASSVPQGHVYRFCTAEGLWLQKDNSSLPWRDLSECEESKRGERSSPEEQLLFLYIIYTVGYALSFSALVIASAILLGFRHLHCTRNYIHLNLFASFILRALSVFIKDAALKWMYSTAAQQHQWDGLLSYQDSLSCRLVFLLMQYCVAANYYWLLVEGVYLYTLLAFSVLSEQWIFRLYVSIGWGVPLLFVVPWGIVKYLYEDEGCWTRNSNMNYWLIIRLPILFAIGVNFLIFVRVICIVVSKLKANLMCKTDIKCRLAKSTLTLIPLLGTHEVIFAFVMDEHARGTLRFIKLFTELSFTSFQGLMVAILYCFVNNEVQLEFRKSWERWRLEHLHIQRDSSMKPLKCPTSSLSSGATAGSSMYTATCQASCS
KB-V1 MDR tox: kills drug-selected multidrug resistant KB-V1 cells; KB-V1 MDR cells viability, CellTiter-Glo, 72 h; Potency, µM (top dose mostly 46.1 µM), for the others: top-dose activity change, negative = cytotoxicity, usual class: cytotoxic; 400,000 compounds, 3.4% hits; further: potency means the concentration at half of the fitted maximal effect; on the % scale 0 is the no-effect control and ±100 the full control effect; nearly all actives have a fitted effect of over 60% in size
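KB-V1, DMEM (no phenol red) + 10% FBS; cpd pin-transferred, titration series; 72 h, 37 degrees C; CellTiter-Glo, luminescence. Data normalized, curve-fit.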
HT1080 IDH1KD tx: toxicity to HT-1080 IDH1 knockdown cells (counter line). HT-1080 IDH1 knockdown viability, ATP luminescence, 48 h. Potency, µM (doses to about 46.1 µM), for inactives: top-dose activity, negative = toxicity, hits mostly cytotoxic. 360,000 compounds, 2% hits;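 further: potency means the concentration at half of the fitted maximal effect; 0% = DMSO wells and -100% = cell-free medium wells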
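Assay cells: HT-1080 with IDH1 knockdown, 750 per well, RPMI/5% FBS. Exposure: 48 h at 37 °C following 2 h pre-incubation. Read: CellTiter-Glo luminescence; fitted concentration-response, curve class assigned.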
KB-3-1 cytotox: kills parental KB-3-1 adenocarcinoma cells | KB-3-1 viability, CellTiter-Glo ATP luminescence, 72 h | Potency, µM (highest dose often 46.1 µM), without a hit: top-dose activity change, negative = cytotoxic, hits mostly cytotoxic | 400,000 compounds, 1.4% hits | AID 1347075; further: potency means the concentration at half of the fitted maximal effect; on the % scale 0 is the no-effect control and ±100 the full control effect; nearly all actives have a fitted effect of over 60% in size
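Luminescent ATP read-out (CellTiter-Glo) measures survival of drug-naive KB-3-1 cells after 72 h compound exposure at 37 °C. Titration series was screened from lowest to highest concentration, with DMSO vehicle plates as background controls.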
SW480 rerep: inducers of DNA re-replication in SW480 colon cancer cells | 340,000 compounds, 1.8% hits | Potency, µM (doses to about 46.1 µM), for the others: at the top dose re-replication activation, usual class: activators | AID 624297 | SW480 DNA re-replication, Hoechst DNA content imaging, 48 h; further: potency means the concentration at half of the fitted maximal effect; % of control where 0% means no effect; nearly all actives have a fitted effect of over 55% in size
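250 cells/well; 23 nL cpd via pin tool; 48 hr, 37 C, 5% CO2; Hoechst 40 min; imager read of total nuclear intensity, ex 405/em 500-530 nm.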
HT1080NT lethal: kills 2HG-producing HT-1080-NT fibrosarcoma cells | Potency, µM (titrated, usually from 46.1 µM), for the others: top-dose activity, negative = less viability, usual class: cytotoxic | HT-1080-NT fibrosarcoma viability, CellTiter-Glo ATP luminescence, 48 h | 360,000 compounds, 1.6% hits | AID 686970;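 further: NT is the 2HG producing partner of a matched IDH1 knockdown line; potency means the concentration at half of the fitted maximal effect; 0% = DMSO-treated cells and -100% = media-only wells without cells; nearly all actives have a fitted effect of over 55% in size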
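A 48-hour cytotoxicity screen used HT-1080-NT cells plated 2 hours before compound delivery. ATP-based CellTiter-Glo luminescence measured viability, normalized to DMSO and no-cell controls.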
D3 ag: agonists of human D3 dopamine receptor | P35462 | D3R DiscoveRx beta-arrestin cells, luminescence, 90 min | max activation, % | 410,000 compounds, 0.58% hits | AID 652048; in the data active means max activation above about 30%; further: 0% is about no effect; mostly tested at two doses, the higher about 12 µM
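Agonist-mode cell screen: cells plated at 1500/well and incubated overnight at 37 °C, then exposed to library compounds for 90 min at 37 °C. Detection reagent was added for 30–60 min at room temperature, and luminescence was read.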
* hit, by the source's call; ? = inconclusive; . = not tested or not shown; [ ] = remark or other dose. Unless noted, the call rests on the fitted dose curve; in most records, active means well fitted curve in the direction sought with a large enough effect; inconclusive means small, poorly fitted or top-dose-only effect, or another doubt; inactive means no such curve, though single readings can be large; an effect the other way counts as inactive or inconclusive.

The line under a structure holds: DRD3 antagonist	IL1B secr inh	GLP-1R agonist	KB-V1 MDR tox	HT1080 IDH1KD tx	KB-3-1 cytotox	SW480 rerep	HT1080NT lethal	D3 ag
> CCOCc1c(C(=O)N2CCN(CC(=O)Nc3ccc(F)cc3)CC2)oc2ccccc12
  9.5	-10.0	2.0%	?	2.8%	-0.7%	-1.6%	10.6%	-1.0
> COc1ccc(N2CCN(C(=O)COC(=O)c3ccc(OC(F)F)cc3)CC2)cc1
  0.0	-4.7	2.4%	0.0%	0.0%	13.2%	-19.9%	-0.8%	-23.1
> CCC(=O)NCCc1nc2cc(NC(=O)c3ccccc3OC)ccc2n1C
  19.7	?	15.8%	-3.3%	3.9%	5.8%	?	14.5%	12.6
> C=CCN=Cc1c(C)[nH]n(-c2ccccc2)c1=O
  -2.6	-9.7	-22.7%	26.6%	8.2%	-2.8%	1.8%	-2.4%	-9.7
> N#Cc1ccccc1NC(=O)c1cc(=O)c2ccccc2o1
  -8.5	-27.7	0.7%	?	12.4%	2.5%	7.5%	15.6%	-3.9
> Cc1ccc(C)c(NC(=O)COC(=O)CCNC(=O)c2ccco2)c1
  1.6	-17.9	12.6%	?	13.6%	14.9%	-0.5%	4.4%[9.24 µM]	2.7
> COc1ccc(CNC(=O)CC2C(=O)NCCN2CC(C)(C)C)c(OC)c1 (stereo not given)
  -17.1	-10.0	-4.5%	?	-4.4%	-7.2%	-6.7%	-2.1%	-10.2
> Cc1ccccc1CSCC(=O)NCCSc1ccccn1
  -2.2	26.1	8.3%	-12.1%	15.9%	-4.3%	-1.2%	7.7%	4.3
> COc1ccccc1CN1COc2ccc3c(C)cc(=O)oc3c2C1
  .	.	6.8%	?	.	23.1%	.	.	-13.2
> COc1ccc(-c2noc(CSc3nc(-c4ccccc4)cc(=O)[nH]3)n2)cc1OC
  45.0	25.2	28.2%	-12.6%	-20.0%	-2.1%	-4.3%	-20.8%	8.5
> CCc1ccc2nc(SCC(=O)Nc3ccccc3N3CCOCC3)c(C#N)cc2c1
  4.8	9.2	11.3%	5.8µM*	4.4%	5.17µM*	3.66µM*	14.4%	-5.5
> CCc1ccc(/C(C)=N/NC(=O)c2c[nH]c3ccccc23)s1
  -12.8	-25.6	-0.5%	-10.0%	-16.6%	?	0.0%	-0.1%	2.3
> COc1cccc(C2CC(c3cccs3)=NN2C(=S)Nc2ccccc2)c1OC (stereo not given)
  20.7	-1.1	-7.6%	-12.9%	13.5%	-2.1%	?	13.3%	0.7
> CC(NC(=O)C1CCCN(S(=O)(=O)N2CCOCC2)C1)c1ccccc1 (stereo not given)
  -1.7	-4.3	0.6%	-19.4%	11.9%	-2.9%	-2.8%	17.4%	4.1
> N#CC1=C(c2ccc(-c3ccccc3)cc2)COC1=O
  -13.1	?	-0.4%	23.2%	-5.2%	-2.4%	-3.5%	14.7%	-6.5
> CCOC(=O)c1c(C)[n+]([O-])c2ccc3c(non3O)c12
  -14.0	37.5	-6.2%	?	1.3%	1.0%	-68.2%[inhibitor]	-17.8%	-6.3
> O=C(Nc1nnc(-c2ccco2)s1)C1CC1
  -16.5	19.2	28.0%	0.0%	6.3%	12.2%	-4.9%	21.4%	6.2
> O=C(NCCN1CCOCC1)C1CCN(c2ncnc3c2sc2cccc(F)c23)CC1
  21.9	6.1	3.5%	1.7%	7.1%	16.6%	-10.6%	2.2%	3.5
> O=C(Cc1cccc(NC(=O)C2CCN(C(=O)C3CCCC3)CC2)c1)Nc1cccc(C(=O)N2CCCCC2)c1
  0.0	1.8	4.8%	-4.0%	9.5%	-15.1%	?	9.1%	-6.5
> O=C(NN1C(=O)C2C3C=CC(C3)C2C1=O)c1ccco1 (stereo not given)
  11.3	-1.2	-0.9%	8.5%	7.4%	-4.8%	-9.7%	0.9%	7.1
> O=C(CCS(=O)(=O)Cc1ccccc1)Nc1ncc([N+](=O)[O-])s1
  -13.6	-106.7*	0.5%	0.8%	18.4µM*	-29.8%	23.1µM*	-8.4%	-2.6
> COc1ccccc1CN1CCCCCC1
  -29.2	-10.0	0.2%	-1.2%	-9.7%	-13.9%	0.2%	-8.4%	-9.5
> Cc1ccc2nc(NCC(N)=O)nc(-c3ccccc3)c2c1
  -17.5	?	7.5%	-1.4%	-6.7%	-11.9%	18.4µM*	-4.2%	-2.5
> COc1cccc(/C=C2\SC(=O)N(CCC(=O)NNC(=O)c3cccc(Cl)c3)C2=O)c1
  10.4	20.4	-0.1%	27.2%	?	4.5%	-1.8%	?	29.6
> Cc1cc(C)cc(N(CC(=O)NCCSCc2ccco2)S(C)(=O)=O)c1
  ?	-2.8	12.0%	-26.5%	2.3%	-2.1%	7.6%	-6.1%	2.2
> COc1cc(/C=N/NC(=O)CCC(=O)Nc2ccc(Br)cc2)ccc1O
  -6.0	2.9	9.5%	?	1.5%	2.5%	-2.7%	-1.2%	-6.0
> CCc1cc(C(=O)N=Nc2c(O)[nH]c3c(Br)cc(Br)cc23)c2ccccc2n1
  -26.3	50.9	15.2%	0.4%	-12.0%	-5.7%	?	?	-3.7
> CCCCCn1c(CN2CCN(C(=O)OCC)CC2)nc2c1c(=O)n(C)c(=O)n2C
  0.4	23.8	-6.6%	-1.0%	3.7%	-7.6%	1.4%	0.6%	1.6
> Cc1cc(C)c2c(N)c(C(=O)c3ccc(Cl)c(Cl)c3)sc2n1
  -9.8	-6.6	6.8%	-0.6%	7.5%	0.3%	-3.7%	2.2%	-2.0
> Nc1ccc(CSc2ccc(Cl)cc2)c(Cl)c1
  6.8	-30.0	16.1%	0.0%	-27.3%	-7.1%	?	-7.8%	-10.4
> CC(C)Cc1ccc(/C=C/C(=O)N2CCOCC2)cc1
  -4.5	-4.5	12.7%	?	-4.8%	-5.7%	-0.7%	-2.9%	-11.7
> C/C(=N\NC(=O)CCCOc1ccc(Cl)cc1C)c1ccc(C)o1
  ?	-13.6	11.1%	-1.5%	2.7%	-1.4%	-2.3%	0.1%	2.0
> COCCn1c(SCC(=O)Nc2ccc(C(N)=O)cc2)nc2c([nH]c3ccccc32)c1=O
  -1.2	?	0.8%	0.0%	-3.0%	14.7%	?	-2.1%	5.8
> O=C(NCC1CCCO1)c1ccc2c(c1)N(Cc1ccccc1)C(=O)CS2 (stereo not given)
  1.6	0.0	6.7%	?	-0.4%	1.3%	2.9%	8.0%	1.3
> C=C(C)CSc1nnc(CCCCCNC(=O)OC(C)(C)C)o1
  -0.7	16.8	-7.0%	?	-14.1%	-12.8%	-1.2%	?	3.4
> C[C@@H]1O[C@H](CCc2cccc(Cl)c2)CC2=C1C(=O)OC(C)(C)O2
  ?	7.4	0.8%	1.4%	-15.5%	?	.	-10.3%	-6.6
> C/C(O)=c1/cnc2nc3ccccc3n2c1=O
  1.3	25.3	7.4%	-21.6%	7.1%	?	?	-11.2%	0.1
> CN(C1CCCCC1)S(=O)(=O)c1ccccc1
  -1.0	-5.6	-7.5%	?	-2.2%	-4.1%	-4.1%	4.3%	13.8
> Cc1ccc(-c2cc(-c3ccccc3)c3c(N)c(S(C)(=O)=O)sc3n2)cc1
  -3.4	?	9.9%	?	-12.9%	?	11.6µM*	?	5.4
> COc1ccccc1NS(=O)(=O)c1ccc(Cl)c(NC(=O)c2sc3cc(Cl)ccc3c2Cl)c1
  -14.8	6.6	-0.5%	-10.2%	11.5%	-20.1%	-2.1%	28.7%	-7.7

The final two records of the section above come first, to join the parts.
The line under a structure holds: DRD3 antagonist	IL1B secr inh	GLP-1R agonist	KB-V1 MDR tox	HT1080 IDH1KD tx	KB-3-1 cytotox	SW480 rerep	HT1080NT lethal	D3 ag
> Cc1ccc(-c2cc(-c3ccccc3)c3c(N)c(S(C)(=O)=O)sc3n2)cc1
  -3.4	?	9.9%	?	-12.9%	?	11.6µM*	?	5.4
> COc1ccccc1NS(=O)(=O)c1ccc(Cl)c(NC(=O)c2sc3cc(Cl)ccc3c2Cl)c1
  -14.8	6.6	-0.5%	-10.2%	11.5%	-20.1%	-2.1%	28.7%	-7.7
> COc1ccc(N2C(=O)C(CC(=O)O)S/C2=C\C(C)=O)cc1 (stereo not given)
  -24.6	18.7	8.7%	15.1%	17.7%	3.1%	-7.1%[9.22 µM]	14.1%	0.3
> O=C(O)CC/C(=C/c1cccc(NC(=O)c2ccccc2Cl)c1)c1nc2ccccc2s1
  -26.1	32.4	15.8%	-6.1%	-20.9%	-0.1%	16.5%	?	4.3
> CCOC(=O)C1(N(CC)CC)Sc2cc(C)ccc2NC1=O (stereo not given)
  -9.2	35.0	4.2%	10.3µM*	?	?	?	?	-10.5
> COc1ccc(CCNC(=O)CC(Cc2ccccc2)C(=O)O)cc1OC (stereo not given)
  19.8	8.2	1.6%	?	13.4%	5.4%	-10.5%	15.5%	-1.1
> Cc1[nH]c(C)c(S(=O)(=O)Nc2cccc(Cl)c2C)c1C(=O)N1CCCC1
  -65.1*	0.0	0.7%	-3.3%	-5.0%	-0.3%	-26.5%	-8.3%	-2.9
> CCOC(=O)c1c(-c2ccc(F)cc2)csc1NC(=O)c1c(-c2ccccc2)noc1C
  -1.7	-3.9	5.8%	?	?	-19.3%	?	-0.1%	-4.2
> CCCCc1nc2ccc(F)cc2cc1C
  20.6	8.8	11.8%	-2.7%	14.0%	0.0%	.	?	4.1
> COc1ccc(S(=O)(=O)N2CCCCC2)cc1NC(=O)Cc1ccc(Br)cc1
  -15.3	0.0	4.8%	-4.6%	-7.4%	-3.3%	-4.1%	-7.2%	-13.6
> Cc1ccccc1-c1cccc([C@@H]2C[C@H]3CN(Cc4cccnc4)C(=O)[C@]34CCCN24)c1
  -19.5	0.0	9.5%	?	-24.2%	-17.3%	0.4%	-6.5%	-4.6
> CCOC(=O)C1CCN(C(=O)C2CCN(S(=O)(=O)c3ccc4ccccc4c3)CC2)CC1
  7.5	5.5	2.7%	.	-8.9%	.	3.4%	15.3%	3.0
